Assay outcomes: PubChem BioAssay, Southern Research Specialized Biocontainment Screening Center
tuberculosis growth: growth inhibition of non-replicating M. tuberculosis (AID 488890); Mycobacterium tuberculosis non-replicating, growth inhibition; higher % means a stronger effect; inhibition, % at 25 µM, or IC50 in µM where a hit was titrated; 320,000 compounds, 0.39% hits; in the data active means a potency from the dose series; inconclusive means inhibition mostly from about 82% at the one dose, without a potency; inactive means the rest, 99 in 100 with inhibition below about 76%;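 further: plate controls were DMSO cells for no effect and high antibiotic wells for full effect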
influenza NS1A: H1N1 influenza NS1A inhibitors, functional cell based assay (AID 504329); 340,000 compounds, 0.3% hits; NS1A functional cell-based assay, percent inhibition; higher % means a stronger effect; one-dose inhibition, % at 12.5 µM; IC50 in µM for titrated hits; in the data active means a potency from the dose series; inconclusive means inhibition above about 27% without an active follow-up result; further: strong numbers were not always called active
PhoP GFP inhibition: PhoP regulon inhibitors, Salmonella typhi PhoP promoter GFP reporter, confirmatory (AID 1850); Salmonella Typhi PhoP-promoter GFP reporter, fluorescence, 4 h; higher % means a stronger effect; one-dose inhibition, % at 50 µM; IC50 in µM for titrated hits; 310,000 compounds, 0.33% hits; in the data active means a potency from the dose series; inconclusive means inhibition mostly from about 25% at the one dose, without a potency; inactive means the rest, 99 in 100 with inhibition below about 19%;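 further: 0% = induced wells with vehicle and 100% = uninduced wells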
M. tuberculosis HTS: M. tuberculosis growth inhibition, HTS (AID 449762); M. tuberculosis H37Rv growth inhibition, 7H9 media; higher % means a stronger effect; inhibition, % at 25 µM, or IC50 in µM where a hit was titrated; 330,000 compounds, 0.59% hits; in the data active means a potency from the dose series; inconclusive means inhibition above about 70% without an active follow-up result;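 further: bacterial growth assessed after seven days of incubation; strong numbers were not always called active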
inhibitors of VEEV: inhibitors of VEEV TC-83 cytopathic effect, confirmation, Vero cells (AID 588727). Vero cells, VEEV TC-83 cytopathic effect inhibition; higher % means a stronger effect. one-dose inhibition, % at 20 µM; IC50 in µM for titrated hits. 350,000 compounds, 0.13% hits; in the data active means a potency from the dose series; inconclusive means inhibition mostly from about 14% at the one dose, without a potency; inactive means the rest, 99 in 100 with inhibition below about 12%; further: strong numbers were not always called active
inhibitors of VEEV 10K pilot screen: second read-out of inhibitors of VEEV, no call of its own (marks repeat the call); inhibition, %; measured here: 10K pilot screen inhibition
The depositor's hits bear a star; i = inactive; ? = inconclusive; · = no result given; & = joins results of further samples.

SMILES | tuberculosis growth | influenza NS1A | PhoP GFP inhibition | M. tuberculosis HTS | inhibitors of VEEV | others
Cc1ccc(S(=O)(=O)c2c(COC(=O)c3ccc(Cl)cc3)c(-c3ccccc3)nn2C)cc1 | -13% | 1% | 0% | 0% | 2.0%
Clc1ccc(C[n+]2c(-c3ccccc3)cc(-c3ccccc3)cc2-c2ccccc2)cc1 | ? | 8% | 17% | ? | 0.7%
N=C(N)SCc1ccccn1 | 1% | 7% | 2% | 1% | 0.2%
COc1ccccc1/C=C/C(=O)NC1CC2CCC1C2 (stereo unspecified) | 30% | 3% | 10% | ? | 2.4%
CCOc1cc(CNCc2cccnc2)cc(Br)c1OCC(N)=O | 15% | -22% | -1% | -11% | i
COc1ccc(OC)c(N2CC(O)(c3cccs3)[N+]3=C2SCCC3)c1 (stereo unspecified) | 0% | 4% | 6% | -14% | i
CCOc1ccc(C2NC(=O)Cc3cc(OC)c(OC)cc32)cc1 (stereo unspecified) | -3% | 4% | 2% | -3% | 0.8%
CCCCC(=O)Oc1ccccc1C1SCc2cc(C)c(C)cc2CS1 | · | 8% | -18% | 13% | i | inhibitors of VEEV 10K pilot screen=5.6
Cc1ccc(C(=O)Nc2nc3ccc(S(C)(=O)=O)cc3s2)s1 | -3% | -5% | 3% | 5% | 0.2%
O=C(/C=C/c1nc2ccccc2s1)N1CCCCCC1 | -6% | -2% | 0% | 3% | 1.9%
CCN(CC)CCCNC(=O)c1cn(CC)c2cc(N3CCN(C(=O)c4ccco4)CC3)c(F)cc2c1=O | 15% | 13% | 1% | 27% | 2.1%
C/C(N)=C(/C#N)C(=O)COC(=O)[C@@H](NC(=O)c1ccccc1Cl)C(C)C | 5% | 5% | -11% | 3% | 0.2%
O=C(COc1coc(CN2CCN(c3ccccc3F)CC2)cc1=O)NC1CCCC1 | -6% | -5% | 8% | -8% | 1.8%
C/C=C(\C)c1nnc(NC(=O)c2ccco2)s1 | -6% | -17% | -11% | 3% | 0.9%
Cc1cccc(NC(=S)N(CCN(C)C)Cc2cc3cc(C)ccc3[nH]c2=O)c1 | 41% | -14% | -11% | 7% | 9.5%
CC(=O)[C@@H]1[C@@H](C)N(Cc2ccccc2)C(=O)N[C@H]1c1cccc(C(F)(F)F)c1 | 22% | -11% | 4% | -3% | 3.4%
Cc1ccc(S(=O)(=O)N2CCC[C@H]2C(=O)NC2CCCCC2)cc1 | · | -8% | · | · | i
CCC(=O)C1CCCN(C(=O)CCc2nnc(-c3ccc4c(c3)OCO4)o2)C1 (stereo unspecified) | · | 3% | -1% | -3% | 1.0%
CN(CCc1ccccn1)C(=O)CCC1CCCN(C(=O)c2ccc3c(c2)OCCO3)C1 (stereo unspecified) | -12% | -9% | 0% | 0% | i
O=C(COC(=O)CCCc1nc2ccccc2s1)NC(=O)NCc1ccco1 | 77% | 10% | 4% | 2% | 1.9%
Cc1nc2ccccc2c(=O)n1NC(=O)c1ccccc1Br | -9% | 4% | -2% | 1% | i
Cc1ccc(CSCCNC(=O)CN(c2cccc([N+](=O)[O-])c2)S(C)(=O)=O)cc1 | 15% | 3% | 9% | -1% | 0.2%
O=C1c2oc3ccc(Cl)cc3c(=O)c2C(c2ccccn2)N1CCCN1CCOCC1 (stereo unspecified) | 7% | · | -8% | -10% | ·
CN1C(=O)S/C(=C/c2cccnc2)C1=O | 8% | -3% | 14% | -4% | 1.6%
CC(=O)c1c(C)nc(C)nc1NC(=O)Cc1ccccc1 | -11% | 8% | 4% | -6% | 0.3%
O=C(Nc1ccccc1N1CCOCC1)c1ccncc1 | -9% | -18% | · | 8% | 2.6%
COc1cc(C2NC(=O)NC(c3ccccc3)=C2C(C)=O)c(Cl)cc1OCC(=O)O (stereo unspecified) | -16% | 3% | 0% | -15% | 2.5%
CCC(CC)C(=O)Nc1nnc(S(=O)(=O)N(CC)c2ccc(OC)cc2)s1 | 3% | -2% | 1% | 2% | 3.8%
Cc1ccc(-c2cc(NC(=O)CSc3n[nH]c(N)n3)n(-c3ccccc3)n2)cc1 | 15% | 2% | 14% | 0% | 7.2%
Cc1ccc(S(=O)(=O)Nc2ccc(S(=O)(=O)Nc3ncccn3)cc2)cc1 | 24% | -4% | 2% | -7% | 0.8%
CCc1cccc(CC)c1NC(=O)CSc1nnc(C2CC2)n1N | · | -2% | · | · | i
O=C(Nc1cccc(NC(=O)c2ccc(F)cc2)c1)c1ccc(F)cc1 | 3% | -9% | -1% | -6% | 1.2%
O=C(CSc1nncc2ccccc12)Nc1cccc(O)c1 | -4% | 7% | -12% | 2% | 2.6%
O=C(CCc1ccccc1)NCC(=O)N/N=C/c1ccc(O)cc1O | 5% | -24% | 9% | 9% | 1.4%
CCC(Oc1ccccc1F)C(=O)NCCCn1ccnc1 (stereo unspecified) | 8% | 8% | 0% | 4% | 0.3%
N=c1c2ccccc2nc2n1CCCCCCCCCCC2 | ? | 9% | -17% | 22% | i
Cn1c(=O)c2c(ncn2CC(=O)Nc2ccccc2)n(C)c1=O | 25% | -6% | -26% | 3% | i
CCN(C(=O)CSc1nc(C2CC2)n(-c2ccccc2)n1)C1CCS(=O)(=O)C1 (stereo unspecified) | · | -2% | · | · | 2.8%
NC(=O)C1Cc2ccccc2CN1C(=O)c1nn(Cc2ccccc2)c(=O)c2ccccc12 (stereo unspecified) | 28% | -10% | · | 3% | 0.2%
O=c1[nH]c(SCCOc2cccc3ccccc23)nc2ccccc12 | -11% | 3% | -2% | 7% | ?
COc1ccc(C2=NN(C(=O)c3ccco3)C(c3cc4ccccc4nc3Cl)C2)cc1 (stereo unspecified) | 1% | · | 3% | -3% | ·
CCn1c(SCc2ccc(C#N)cc2)nnc1-c1ccc(S(=O)(=O)N2CCCCC2)cc1 | 48% | 5% | -7% | -5% | 3.7%
CCNC(=O)C1CN(S(=O)(=O)c2ccccc2)CCN1S(=O)(=O)c1ccccc1 (stereo unspecified) | -3% | -5% | 8% | 5% | 1.4%
Cc1cc(N2CCOCC2)ccc1/C=C1\NC(=O)N(CC(=O)Nc2ccccc2C)C1=O | -8% | 1% | -2% | 11% | 0.4%
Cc1oc(CSCCSCc2cc(C(=O)O)c(C)o2)cc1C(=O)O | -8% | -1% | 3% | 7% | 0.6%
O=C1CCCN1CCNC(=S)Nc1ccccc1 | -10% | 6% | -1% | -11% | 0.2%
COc1cc(CNC(C)c2ccccc2)cc(Cl)c1OCC(=O)Nc1ccccc1 (stereo unspecified) | 32% | 5% | -13% | ? | 1.7%
CC(C)CCN(CC(=O)NCc1ccc(F)cc1)S(=O)(=O)c1ccccc1F | 9% | 4% | 4% | 10% | i
CC1C[C@@]2(NC(=O)NC2=O)C(C)CN1C (stereo partly specified) | 7% | 5% | 0% | -2% | i
CC(=C/c1ccco1)/C=N/NC(=O)Cc1cccn1C | 13% | -1% | 0% | -1% | 0.2%
Cc1ccc([C@H]2C(C(=O)O)=CC[C@@H](c3ccc(Cl)c(Cl)c3)N2S(=O)(=O)c2ccc(C)cc2)cc1 | 61% | -11% | · | 7% | 1.2%
Cc1cccc(-n2c(Cc3cc(=O)[nH]c(=O)[nH]3)nnc2SCC(=O)N2CCCCC2)c1 | -3% | -1% | 1% | -6% | 0.5%
Cc1ccc(N2CCN(C(=O)c3ccccc3NC(=O)c3ccccc3C(=O)O)CC2)cc1 | 15% | 3% | -5% | 1% | 1.7%
CC(C)C(=O)N1CCC2(CC1)Oc1ccc(Cl)cc1C(=O)C21CC(c2ccc(Cl)cc2)=NO1 (stereo unspecified) | 38% | 12% | 6% | ? | 3.7%
COc1ccc(OC)c(NC(=O)CSc2nnc(CNC(=O)c3cc(OC)c(OC)c(OC)c3)o2)c1 | -15% | -5% | 3% | 6% | 2.3%
O=[N+]([O-])c1ccc(-c2ccc(/C=N/O)o2)cc1 | 73% | · | -2% | ? | i
COc1ccc(NC(=O)CN(c2ccc(C)cc2)S(=O)(=O)c2c(C)nn(C)c2C)cc1OC | 6% | -6% | -1%&-5% | -1% | 1.4%
O=C(CN1C(=O)c2ccccc2S1(=O)=O)c1ccc2c(c1)OCCCO2 | 11% | -10% | -10% | 1% | i
Nc1c(Cl)ncnc1N/N=C/c1cccc(O)c1 | -6% | 18% | -12% | 1% | 1.0%
Cc1cccc(CCN2C(Nc3ccccc3)=NC[C@@H]2CC(C)C)c1 | 30% | -2% | -1% | 1% | i

A run of entries from further up, as a working copy:
SMILES | tuberculosis growth | influenza NS1A | PhoP GFP inhibition | M. tuberculosis HTS | inhibitors of VEEV | others
COc1ccc(C2=NN(C(=O)c3ccco3)C(c3cc4ccccc4nc3Cl)C2)cc1 (stereo unspecified) | 1% | · | 3% | -3% | ·
CCn1c(SCc2ccc(C#N)cc2)nnc1-c1ccc(S(=O)(=O)N2CCCCC2)cc1 | 48% | 5% | -7% | -5% | 3.7%
CCNC(=O)C1CN(S(=O)(=O)c2ccccc2)CCN1S(=O)(=O)c1ccccc1 (stereo unspecified) | -3% | -5% | 8% | 5% | 1.4%
Cc1cc(N2CCOCC2)ccc1/C=C1\NC(=O)N(CC(=O)Nc2ccccc2C)C1=O | -8% | 1% | -2% | 11% | 0.4%
Cc1oc(CSCCSCc2cc(C(=O)O)c(C)o2)cc1C(=O)O | -8% | -1% | 3% | 7% | 0.6%
O=C1CCCN1CCNC(=S)Nc1ccccc1 | -10% | 6% | -1% | -11% | 0.2%

More results follow.
SMILES | tuberculosis growth | influenza NS1A | PhoP GFP inhibition | M. tuberculosis HTS | inhibitors of VEEV | others
O=[N+]([O-])c1cccnc1Oc1ccc(F)cc1 | -8% | -1% | 3% | -16% | 0.5%
CCCCNS(=O)(=O)c1ccc2nc(SCC(=O)N3CC(C)OC(C)C3)[nH]c2c1 (stereo unspecified) | 4% | 6% | 0% | -4% | 0.3%
NC(=O)c1ccc(N2CCN(c3ccc(O)cc3)CC2)c([N+](=O)[O-])c1 | 72% | -2% | -7% | 3% | 1.0%
CC1C(=O)CC(c2ccccc2)NC1c1ccccc1 (stereo unspecified) | 25% | 3% | -11% | -4% | i
CCC(=O)Nc1cccc(-c2nc3ncccc3o2)c1C | -18% | -7% | -7% | -17% | 0.7%
O=c1[nH][nH]cc1C=NCc1cccnc1 | -13% | -2% | -10% | -5% | 1.3%
CCOC(=O)C1=C(C)C2C3C(=O)N(c4ccc(C)cc4C)C(=O)C3C1(C)C1C(=O)N(c3ccc(C)cc3C)C(=O)C21 (stereo unspecified) | -14% | -1% | 8% | 1% | 0.7%
COc1ccc(C(=O)N/C(=C\c2cccs2)C(=O)N2CCN(C)CC2)cc1OC | -5% | 8% | -13% | 2% | 0.5%
CC(C)(C)n1nnnc1C(c1cccc(C#N)c1)N1CCN2CCCC2C1 (stereo unspecified) | 5% | 6% | 20% | 9% | 0.7%
O=C(Nc1ccccc1-c1nc2ccccc2[nH]1)c1ccc(S(=O)(=O)N2CCCCC2)cc1 | · | -16% | · | · | 1.4%
COc1ccccc1C(=O)NC(=S)NNC(=O)c1sc2ccccc2c1Cl | 44% | 3% | -11% | ? | 0.8%
COc1ccc(N(CC(=O)NC2CCCCC2)S(=O)(=O)c2c(C)[nH]c(=O)[nH]c2=O)cc1 | 24% | 4% | · | 1% | 1.8%
COc1ccc(N(CC(=O)NCc2ccco2)C(=O)CNS(=O)(=O)c2ccc(Cl)cc2)cc1 | -4% | 9% | -2% | -5% | i
COc1ccc(CNC(=O)CCS(=O)(=O)c2cccc3nonc23)cc1 | 47% | 14% | -15% | 68% | 0.2%
O=C(Cc1nnc(NC(=O)Nc2ccccc2)s1)NCc1ccccc1 | -23% | -6% | -3% | -3% | 0.1%
Brc1ccc(C2Nc3cccc4cccc(c34)N2)o1 | -4% | -3% | -4% | 23% | 1.9%
Cc1ccc(C)c(-c2ccc(=O)n(Cc3ccc(F)cc3Cl)n2)c1 | 33% | -8% | -2% | 19% | 2.0%
S=C(NCCc1ccc(Cl)cc1)NCc1ccccc1 | ? | 20% | -1% | 6% | 0.8%
Cc1sc(N)c(C(=O)c2ccccc2)c1C | 23% | · | 5% | 4% | 3.5%
CN(C)S(=O)(=O)c1ccc(C(=O)NCC(=O)N/N=C/c2ccccc2Cl)cc1 | -13% | -1% | -1% | -10% | 1.9%
C=CCOc1ccc(-c2nc3c(c(=O)[nH]c(=O)n3CCCC)n2C)cc1Br | -7% | 7% | 3% | 2% | 0.4%
O=C(Nc1ccccc1)c1ccc2c(c1)OCCO2 | -1% | 6% | -2% | 3% | 0.4%
